Screens (PubChem BioAssay)
bIAP activator: increases bovine intestinal alkaline phosphatase activity; 200,000 tested, 0.17% active; AID 1016; activation factor at 20 µM; purified bovine IAP, CDP-star luminescence, 30 min; hits give high values; fold of DMSO-control signal, blank-subtracted;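 active = activation factor of 2 or more at 20 µM, a signal rise over negative controls twice the positive control's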
TNAP inh noacc: TNAP (human) inhibition, acceptor-free conditions; purified TNAP, CDP-star luminescence, 30 min; 200,000 tested, 0.26% active; inhibition, % at 20 µM; P05186;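 active = tissue-nonspecific alkaline phosphatase inhibition above about 50% at 20 µM in the single-dose screen, limit read from the data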;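 note: 0% = DMSO negative control and 100% = EDTA positive control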
Target sequence (P05186 whole entry, looked up): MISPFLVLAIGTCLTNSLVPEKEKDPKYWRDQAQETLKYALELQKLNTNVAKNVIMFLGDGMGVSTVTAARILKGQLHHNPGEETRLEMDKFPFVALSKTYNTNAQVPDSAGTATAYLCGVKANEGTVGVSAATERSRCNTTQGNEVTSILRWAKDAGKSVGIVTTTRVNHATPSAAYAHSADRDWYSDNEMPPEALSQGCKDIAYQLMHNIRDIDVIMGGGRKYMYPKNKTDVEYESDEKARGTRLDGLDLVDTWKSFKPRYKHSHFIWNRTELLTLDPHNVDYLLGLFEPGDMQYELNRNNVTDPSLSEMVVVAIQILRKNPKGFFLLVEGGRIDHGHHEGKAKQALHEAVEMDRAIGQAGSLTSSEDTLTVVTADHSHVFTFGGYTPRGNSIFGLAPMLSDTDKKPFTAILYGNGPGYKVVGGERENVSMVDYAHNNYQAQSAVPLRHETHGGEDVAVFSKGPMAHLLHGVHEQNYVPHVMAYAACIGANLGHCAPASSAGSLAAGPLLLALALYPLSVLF
FLuc stim CS: firefly luciferase counter-screen for stimulation assays. P08659. ATPlite luciferase biochemical, luminescence, 10 min; 0 = ATP-free wells, 1 = DMSO control. activation factor at 10 µM. 200,000 tested, under 10 active. AID 1027;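 active = luciferase activation factor, scaled between plate controls, of at least 2 with compound at 10 µM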
Target sequence (P08659 whole entry, looked up): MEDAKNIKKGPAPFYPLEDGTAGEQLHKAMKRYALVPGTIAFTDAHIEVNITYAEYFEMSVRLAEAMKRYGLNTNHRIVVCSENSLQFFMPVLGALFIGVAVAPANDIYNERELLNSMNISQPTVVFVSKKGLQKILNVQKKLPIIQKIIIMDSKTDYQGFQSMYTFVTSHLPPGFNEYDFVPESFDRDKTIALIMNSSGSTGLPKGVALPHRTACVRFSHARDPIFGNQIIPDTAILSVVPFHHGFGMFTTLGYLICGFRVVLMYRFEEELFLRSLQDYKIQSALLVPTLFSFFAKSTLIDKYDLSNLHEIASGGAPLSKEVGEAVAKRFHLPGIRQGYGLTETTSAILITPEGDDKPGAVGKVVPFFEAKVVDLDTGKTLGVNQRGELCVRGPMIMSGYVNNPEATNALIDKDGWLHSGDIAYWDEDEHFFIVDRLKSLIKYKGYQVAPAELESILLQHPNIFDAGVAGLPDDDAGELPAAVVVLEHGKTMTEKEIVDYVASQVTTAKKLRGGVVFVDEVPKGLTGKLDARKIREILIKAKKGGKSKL
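test system = cell-free luciferase reagent | medium = PBS as buffer for the ATP substrate | dosing = test compounds dosed from 2 mM stocks in 100% DMSO | incubation = 10 min at ambient temperature | detection = luminescence measurement of luciferase light output | benchmarks = low control with PBS replacing ATP, high control enzyme plus ATP without compound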
NF-kB expr up: raises NF-kB expression in human neuronal cells; NF-kB reporter expression; hits give high values; fold change at 12.5 µM; 190,000 tested, 1.6% active; in the data active = fold change above about 3.3
TNAP inh hiacc: TNAP (human) inhibition, high acceptor; purified TNAP, CDP-star luminescence, 1 M DEA; inhibition, % at 20 µM; 200,000 tested, 0.03% active;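 active = over 50% inhibition of tissue-nonspecific alkaline phosphatase at 20 µM in the single-dose screen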;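 note: plate controls were DMSO wells for no effect and EDTA-quenched wells as full inhibition for full effect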
FLuc inh counter: counter-screen for luciferase assay inhibitors: firefly luciferase inhibition; inhibition, % at 10 µM; P08659; 200,000 tested, 1.5% active; AID 1006; ATPLite firefly luciferase biochemical luminescence, 10 min;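 active = inhibition above about 50% when tested at 10 µM, limit read from the data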
PMI act hi M6P: activators of human phosphomannose isomerase at near-saturating mannose 6-phosphate | activation factor at 20 µM | 190,000 tested, 0.34% active | AID 1216 | coupled PMI enzyme assay, resazurin fluorescence, 20 min; hits give high values; 1 = untreated enzyme, 0 = substrate-free blank;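 active = activation factor of 2 or more at 20 µM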
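assay system = human phosphomannose isomerase with PGI, G6PDH, diaphorase coupling enzymes | quantity = 15 ng/mL PMI | incubation = enzyme reaction with compound 20 min at room temperature | medium = HEPES pH 7.4 buffer with MgCl2 and Tween-20 | compound dosing = one concentration, 20 µM, in 1% DMSO | measured by = Diaphorase-driven resazurin-to-resorufin fluorescence, excitation 544, emission 590 nm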
PMI activator: phosphomannose isomerase (human) activation. activation factor at 20 µM. AID 1214. 190,000 tested, 0.005% active. purified human PMI, coupled resazurin fluorescence, 20 min; hits give high values; 1 = vehicle control, 0 substrate-free wells;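 active = activation factor of 2 or more at 20 µM, relative to plate controls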
TNAP act hiacc: TNAP (human) activation, high acceptor. P05186. 200,000 tested, under 10 active. purified TNAP, CDP-star luminescence, 1 M DEA, 30 min; hits give high values; 0 = EDTA background, 1 = DMSO-only activity. activation factor at 20 µM;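 active = activation factor at least 2 at 20 µM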
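Dosing: 20 µM single point. System: human TNAP. Amount: TNAP 1/800 final. Incubation: 30 min, room temperature. Read-out: TNAP activation factor scaled between EDTA and DMSO control wells. Signal: luminescence from CDP-star hydrolysis. Medium: 1 M DEA, pH 9.8, Mg2+, Zn2+. Control set: EDTA negative control, DMSO positive control.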
APP 5'UTR act: activates APP 5'UTR luciferase reporter. SH-SY5Y APP 5'UTR luciferase reporter, luminescence; zero percent = DMSO vehicle wells. activation, % at 2 µM. 190,000 tested, 1% active. AID 1276;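 active = activation above a set limit, based on mean plus 3 SD of controls, cut at about 140% in these data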; note: values of inactives mirror those of a sister screen read the other way
* = called active by the depositor.

SMILES | bIAP activator | TNAP inh noacc | FLuc stim CS | NF-kB expr up | TNAP inh hiacc | FLuc inh counter | PMI act hi M6P | PMI activator | TNAP act hiacc | APP 5'UTR act
COc1cccc(CN2C(=O)C3(C(C#N)=C(N)OC4=C3C(=O)CCC4)c3ccccc32)c1 (stereo not drawn) | 1 | -10.0 | 1.1 | 1 | 2.6 | -6.1 | 0.9 | 1 | 1 | 9.0
Cn1cc(Br)c(C(=O)NNC(=O)c2ccccc2)n1 | 1 | -42.4 | 1 | 1.75 | 2.4 | -0.6 | 1 | 0.9 | 1 | 9.7
O=C(NCc1ccccn1)c1coc(=O)c(Br)c1 | 1.2 | 14.6 | 1 | 1.07 | 1.0 | -1.9 | 0.9 | 0.9 | 1 | 4.4
CS(=O)(=O)N(CCc1ccccc1)CC(=O)Nc1ccc(OCc2ccccc2)cc1 | 1 | -10.1 | 1 | 0.81 | -3.8 | 1.9 | 1 | 1 | 1 | -2.2
CCOC(=O)c1c(-c2ccccc2)oc2ccc(OC)cc12 | 0.9 | -2.8 | 1.1 | 1.07 | -3.9 | -10.1 | 1 | 0.9 | 1 | -21.9
CCC1CCc2c(sc3ncnc(N4CCOCC4)c23)C1 (stereo not drawn) | 1.1 | -4.1 | 1 | 0.89 | -5.4 | 1.0 | 1.1 | 1 | 1.1 | 2.1
O=C1OCC2=C1C(c1ccccc1)CC(=O)N2c1ccccc1 (stereo not drawn) | 0.9 | -4.2 | 1 | 1.59 | 3.2 | -3.8 | 1.1 | 1.2 | 1 | -1.3
CC(=O)Nc1cc(NC(C)=O)c2nc(N)sc2c1 | 1.1 | -11.7 | 1 | 1.03 | -0.4 | -4.9 | 1 | 1 | 1 | -0.7
CCOC(=O)C1CCCN(C(=O)c2cc3nc(-c4ccc5c(c4)OCO5)cc(C(F)(F)F)n3n2)C1 (stereo not drawn) | 1 | -0.9 | 1 | 0.42 | -0.2 | -4.1 | 0.9 | 0.9 | 1 | 13.6
Nc1ccc(N2CCOCC2)c(S(=O)(=O)Nc2cc(Cl)ccc2Cl)c1 | 1 | -1.8 | 1 | 1.09 | 1.0 | -3.1 | 1 | 1.2 | 1 | 14.7
COc1ccc(-c2ccc(/C=N/NC(=O)c3cccnc3)o2)c([N+](=O)[O-])c1 | 0.9 | -33.0 | 1.1 | 0.56 | 9.6 | -6.9 | 0.9 | 1 | 0.9 | -7.3
CC1=C(C)C(=O)N(c2ccc(C(=O)O)cc2)C1=O | 1 | 3.6 | 1.1 | 1.2 | -5.4 | -7.8 | 1 | 1.1 | 1.1 | 3.3
CCOC(=O)c1[nH]c2ccc(OC)cc2c1NC(=O)CCN1CCN(Cc2ccccc2)CC1 | 1 | -5.4 | 1 | 0.76 | -3.6 | -4.7 | 1 | 1 | 1 | 0.1
C/C(CC(=O)NC1CCCCC1)=N\NC(=O)c1ccccn1 | 1.1 | -1.7 | 1 | 1 | -3.7 | -2.4 | 0.9 | 1 | 1 | 156.3*
COc1ccccc1N1CCN(C(=O)c2ccc(NS(=O)(=O)c3ccc(C)cc3)cc2)CC1 | 1.2 | -13.6 | 1.1 | 1 | -4.9 | -6.4 | 0.9 | 0.8 | 1 | 17.2
Cc1cccc(C2NC(c3cccc(C)c3)C([N+](=O)[O-])C(C)(C)C2[N+](=O)[O-])c1 (stereo not drawn) | 1.1 | -0.2 | 1.1 | 1.01 | -6.7 | -7.4 | 1 | 0.9 | 1.1 | 14.6
CC1=CC(C)C2C(=O)N(c3ccccc3)C(=O)C2C1 (stereo not drawn) | 1 | -7.9 | 1 | 0.94 | -0.2 | -0.3 | 0.9 | 0.9 | 1 | -6.7
Cc1nn(Cc2ccccc2Cl)c(C)c1C(=O)NCc1ccco1 | 0.9 | -8.2 | 1.1 | 1.27 | -5.4 | -10.1 | 1 | 0.9 | 1.1 | 11.6
COc1cccc(C(=O)Nc2ccc(-c3nnc(-c4ccco4)o3)cc2)c1 | 0.9 | 0.0 | 1 | 0.86 | 4.3 | -4.2 | 0.9 | 0.8 | 1 | 27.4
COc1cccc(CNc2ccc(C(=O)O)cc2)c1OCc1ccccc1 | 0.9 | -6.7 | 1 | 1.17 | -6.1 | -1.4 | 1 | 1 | 1.1 | 0.4
COc1cccc(OC)c1OCCCCN1CCCC1 | 1 | -5.9 | 1.1 | 1.07 | -0.4 | -5.2 | 0.9 | 0.9 | 1 | -8.3
Cc1[nH]c2ccc(-c3n[nH]c(=S)n3C)cc2c1C | 1.1 | 12.1 | 1 | 1.29 | -1.0 | 1.3 | 1 | 1 | 1 | 21.9
COc1ccc(NC(C)=O)cc1C#N | 1.2 | -2.7 | 1 | 1.12 | -4.9 | -2.8 | 1 | 0.9 | 1 | 0.2
CCN(CC)S(=O)(=O)c1cc(NC(=O)CCNC(=O)c2ccccc2Cl)ccc1C | 0.9 | -8.5 | 1 | 0.96 | 1.2 | -2.8 | 1 | 1 | 1 | 21.1
O=C(N/N=C/c1ccc(N2CCOCC2)o1)c1ccccc1[N+](=O)[O-] | 1 | 3.6 | 1 | 1.11 | -1.3 | 1.9 | 1.1 | 1.1 | 1 | 5.8
New compounds follow.
SMILES | bIAP activator | TNAP inh noacc | FLuc stim CS | NF-kB expr up | TNAP inh hiacc | FLuc inh counter | PMI act hi M6P | PMI activator | TNAP act hiacc | APP 5'UTR act
CC(O)Cc1nsc(NC(=O)c2ccc(Br)o2)n1 (stereo not drawn) | 0.9 | -15.9 | 1.1 | 1.21 | -5.3 | -6.3 | 0.9 | 0.9 | 1.1 | 0.2
Cc1c(NC(=S)NC(=O)CC(C)C)c(=O)n(-c2ccccc2)n1C | 0.9 | -9.1 | 1 | 1.33 | -0.7 | -4.4 | 0.9 | 1 | 1 | 9.3
COCc1nc2ccccc2n1Cc1ccccc1Br | 1 | -10.2 | 1 | 1.1 | -5.6 | -0.7 | 0.9 | 0.9 | 1.1 | 7.2
CCc1nnc(NS(=O)(=O)c2ccc(NC(=S)Nc3ccc(F)cc3)cc2)s1 | 1.2 | 1.5 | 1 | 1.08 | 9.0 | -1.3 | 1 | 1.1 | 0.9 | 6.2
COc1ccc(CNC(=O)CN2C(=O)C3C4C=CC(C4)C3C2=O)cc1 (stereo not drawn) | 1 | -8.9 | 1 | 1.4 | -4.4 | -4.1 | 1.1 | 1.1 | 1 | -31.6
Cc1ccc(S(=O)(=O)Cn2nnnc2C(c2ccc(F)cc2)N2CCCCC2)cc1 (stereo not drawn) | 0.9 | -4.3 | 1.1 | 0.93 | -5.1 | -6.4 | 0.9 | 0.9 | 1.1 | -7.2
COC(=O)c1ccc(NCCc2csc(-c3ccc(C)cc3)n2)c([N+](=O)[O-])c1 | 0.9 | -8.3 | 1 | 1.29 | 3.8 | -1.2 | 0.9 | 0.9 | 1 | -14.9
O=C(CCS(=O)(=O)c1cccc2nonc12)NCc1ccc(Cl)cc1 | 1.2 | -1.2 | 1 | 1.1 | 2.7 | -0.6 | 1 | 1 | 1 | 1.4
Cc1cc(N/C=C\c2nnnn2-c2ccc(F)cc2)no1 | 0.9 | -7.9 | 1 | 1.26 | -1.5 | -0.7 | 1.1 | 1.1 | 1 | -8.2
CCOC(=O)c1c(C)[nH]c(C)c1C=O | 1.1 | -16.9 | 1 | 1.41 | -5.5 | -1.5 | 1 | 0.9 | 1.1 | 12.1
Cc1ccc(NC(=S)N2CCCC(c3nc4ccc(C)cc4[nH]3)C2)c(C)c1 (stereo not drawn) | 1 | 0.3 | 1 | 0.97 | -2.7 | -1.6 | 0.9 | 0.9 | 1 | -14.1
COc1cc(-c2nnc(-c3ccc(N4CCOCC4)cc3)o2)cc(OC)c1OC | 1 | -13.6 | 1.1 | 0.64 | -7.2 | -8.2 | 1 | 0.9 | 1.1 | 0.6
NC(=NCCc1ccccc1)NS(=O)(=O)c1ccccc1 | 0.9 | -11.1 | 1 | 1.09 | -5.8 | -1.0 | 1 | 1.1 | 1.1 | -24.3
O=C(O)CCC(=O)Nc1cccc(-c2csc(-c3ccccc3)n2)c1 | 1.3 | 1.8 | 0.8 | 0.77 | 1.0 | 19.2 | 1 | 1 | 1 | -8.0
CC(C)(C)N1C(=O)c2ccccc2NC(=O)N1Cc1ccccc1 | 1 | -10.5 | 1.1 | 1.04 | -2.6 | -5.3 | 1.1 | 1 | 1 | -7.2
Fc1ccc(CSc2ccc(-c3cccs3)nn2)cc1 | 0.7 | 5.0 | 0.9 | 1.68 | -0.3 | 14.3 | 0.9 | 0.9 | 1 | 77.2
COc1cc(OC)cc(C(=O)NCC(=O)OCC(=O)N2c3ccccc3NC(=O)C2(C)C)c1 | 1.2 | -8.6 | 1 | 1.14 | -1.2 | -4.2 | 1 | 1 | 1 | 21.9
CC(C)N(C(=O)C[n+]1ccc(/C=N/O)cc1)C(C)C | 1 | -11.5 | 1 | 1.1 | 3.1 | 3.7 | 1 | 1 | 1 | 2.8
CCNC(=S)N1CCN(CCN2C(=O)c3cccc4cccc(c34)C2=O)CC1 | 1 | -3.0 | 1 | 1.04 | 3.0 | -4.9 | 1.1 | 1 | 1 | -4.8
C/C(=N\NC(=O)COc1ccc(C)cc1C(C)C)c1cc2ccccc2o1 | 1 | -15.0 | 0.3 | 1.23 | 4.0 | 72.1* | 1 | 0.9 | 1 | 24.1
O=c1oc2ccc(Cl)cc2cc1-c1nnc(Nc2cccc(C(F)(F)F)c2)s1 | 0.8 | -5.4 | 1.1 | 1.21 | 1.4 | -6.2 | 1.1 | 1.1 | 1 | 24.9
COCCN(C(=O)c1ccco1)c1nnc(-c2ccc(OC)cc2)s1 | 1 | -4.3 | 0.9 | 1.32 | 2.7 | 14.9 | 1 | 1 | 1 | -9.0
COc1ccc(CCN2C(=O)C(Oc3ccccc3C)C2c2ccc3c(c2)OCO3)cc1OC (stereo not drawn) | 1.1 | -3.7 | 1.1 | 0.45 | -3.5 | -6.7 | 0.9 | 0.8 | 1 | 17.4
Cc1cccc(C)c1OCC(O)CNS(=O)(=O)c1ccccc1C(=O)N1CCOCC1 (stereo not drawn) | 0.9 | -7.9 | 1.1 | 0.95 | -2.4 | -8.6 | 1.1 | 1.1 | 1 | 3.3

5 records drawn at random from those above, as already listed:
SMILES | bIAP activator | TNAP inh noacc | FLuc stim CS | NF-kB expr up | TNAP inh hiacc | FLuc inh counter | PMI act hi M6P | PMI activator | TNAP act hiacc | APP 5'UTR act
COc1ccc(-c2ccc(/C=N/NC(=O)c3cccnc3)o2)c([N+](=O)[O-])c1 | 0.9 | -33.0 | 1.1 | 0.56 | 9.6 | -6.9 | 0.9 | 1 | 0.9 | -7.3
CC(O)Cc1nsc(NC(=O)c2ccc(Br)o2)n1 (stereo not drawn) | 0.9 | -15.9 | 1.1 | 1.21 | -5.3 | -6.3 | 0.9 | 0.9 | 1.1 | 0.2
CCOC(=O)c1[nH]c2ccc(OC)cc2c1NC(=O)CCN1CCN(Cc2ccccc2)CC1 | 1 | -5.4 | 1 | 0.76 | -3.6 | -4.7 | 1 | 1 | 1 | 0.1
CC(=O)Nc1cc(NC(C)=O)c2nc(N)sc2c1 | 1.1 | -11.7 | 1 | 1.03 | -0.4 | -4.9 | 1 | 1 | 1 | -0.7
Fc1ccc(CSc2ccc(-c3cccs3)nn2)cc1 | 0.7 | 5.0 | 0.9 | 1.68 | -0.3 | 14.3 | 0.9 | 0.9 | 1 | 77.2
